Source: PubChem
hcGAS inh – human cGAS inhibition; hit rate 0.081% among 290,000; inhibition, % at 12.5 µM; recombinant h-cGAS, ATP depletion, Kinase-Glo luminescence;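 also: 0% = vehicle reaction and 100% = reaction without DNA for no activity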
Target sequence (Q8N884 whole entry, looked up): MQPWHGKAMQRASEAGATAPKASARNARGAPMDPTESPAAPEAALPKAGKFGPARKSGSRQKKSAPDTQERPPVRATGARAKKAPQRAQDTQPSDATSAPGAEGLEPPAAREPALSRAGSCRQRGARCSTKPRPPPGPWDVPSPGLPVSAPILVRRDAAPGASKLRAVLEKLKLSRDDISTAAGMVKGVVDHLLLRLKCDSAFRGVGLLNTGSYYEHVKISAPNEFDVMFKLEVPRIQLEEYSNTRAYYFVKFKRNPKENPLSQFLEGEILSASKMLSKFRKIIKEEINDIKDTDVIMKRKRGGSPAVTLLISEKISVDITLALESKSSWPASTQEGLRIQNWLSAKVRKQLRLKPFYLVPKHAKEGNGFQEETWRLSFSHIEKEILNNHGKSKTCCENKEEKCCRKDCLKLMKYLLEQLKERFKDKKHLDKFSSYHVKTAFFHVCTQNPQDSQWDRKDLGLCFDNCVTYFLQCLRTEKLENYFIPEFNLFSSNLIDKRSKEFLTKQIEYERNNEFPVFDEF
mcGAS inh – blocks mouse cGAS activity; recombinant cGAS, Kinase-Glo ATP depletion luminescence; hit rate 0.15% among 160,000; Q8C6L5; inhibition, % at 12.5 µM;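 also: 0% = negative control wells and 100% = reference inhibitor with no enzyme activity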
NPYLR7 agonist – activates Aedes aegypti NPYLR7 receptor; HEK293T NPYLR7/Galpha15, GCaMP6s calcium fluorescence; hit rate 0.15% among 270,000; activation, % at 10 µM; in the data active = activation above about 40%;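 also: 0% = vehicle and 100% = reference agonist at the receptor; some compounds past the cut are filed as inactive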
An asterisk follows results filed as active; / = no result given; & = joins results of further samples. Rule as the data show it, unless noted: active = inhibition above about 40%; inactive = the rest.

(1) COc1ccc(S(=O)(=O)Nc2ccc(Nc3ccc(-n4cccn4)nn3)cc2)cc1
(2) CCNC(=O)N(C)c1c(CC)nc2c(OCc3ccc(Cl)cc3)cccn12
(3) CC(C(=O)Nc1ccccc1F)S(=O)CCOc1ccccc1Cl (stereo not drawn)
(4) Cc1nc2scc(C)n2c1C=NNc1ccccn1
(5) CCOc1cc(/C=N\NC(=O)CSc2nc3ccccc3[nH]2)ccc1O
(6) COCCNC(=O)Cn1nc2c(c1NC(=O)Cc1cccc3ccccc13)CSC2
(7) COc1ccccc1-c1cc(C(=O)NC(C)C)n2nc(-c3ccccc3)cc2n1
(8) Cc1ccc2oc(=O)n(CC(=O)N3CCC4(CCN(C)CC4)C3)c2c1

Assay by compound	1	2	3	4	5	6	7	8
hcGAS inh	-5.8	-1.9	5.4	-3.0	-6.0	-6.1	-2.5	-4.7
mcGAS inh	-10.0	-3.5	/	/	-7.4	-4.9	-8.0	-16.1
NPYLR7 agonist	-2.2	3.3	0.5	-5.5	-1.3	2.8	6.7	10.3

(9) C#CCOC(=O)N1CCC2(CC1)N=CC1(CCCCC1)S2
(10) CSc1ccccc1NC(=O)CSc1ncnc2sc3c(c12)CCC3
(11) CCN(CC)c1ccc(C(=O)N2CCc3sccc3C2)c(O)c1
(12) CC(C)(C)c1cc2nc(-c3ccccc3F)cc(C(=O)NCCN3CCCC3)n2n1
(13) O=c1cc(CNc2c(F)cccc2-n2cccn2)nc2ccccn12
(14) CCCCc1nc(N2CCCN(C(=O)Cc3ccccc3)CC2)c2c(-c3ccccc3)noc2n1
(15) CCCn1c(C)cn2c3c(=O)n(Cc4ccc(C)cc4)c(=O)n(C)c3nc12
(16) Cc1cc(=O)[nH]c(SCc2csc(-c3ccccc3)n2)n1

Assay by compound	9	10	11	12	13	14	15	16
hcGAS inh	-13.2	-5.9	-3.2	-6.3	-13.5	-3.2	-8.3	-4.9
mcGAS inh	/	-4.0	/	-7.1	/	-4.6	/	-3.2
NPYLR7 agonist	17.0	-4.7	-3.5	10.4	8.0	14.0	11.7	-1.3

Part of the list above, with values under each structure:
Screens in order: hcGAS inh | mcGAS inh | NPYLR7 agonist
#11 CCN(CC)c1ccc(C(=O)N2CCc3sccc3C2)c(O)c1
    -3.2 | / | -3.5
#12 CC(C)(C)c1cc2nc(-c3ccccc3F)cc(C(=O)NCCN3CCCC3)n2n1
    -6.3 | -7.1 | 10.4

Other results follow:
(17) CCCC(NC(=O)c1ccc(OC2CCN(C(C)=O)CC2)c(OC)c1)c1ccccc1 (stereo not drawn)
(18) CCN1CCN(c2c(CN(CCOC)S(=O)(=O)c3ccc([N+](=O)[O-])cc3)c(C)nn2-c2ccccc2)CC1
(19) Cc1noc(COC(=O)c2sc(C3CCCC3)nc2C)n1
(20) COc1ccccc1-n1c(SCC(=O)NCC2CCCO2)nc2c([nH]c3ccccc32)c1=O (stereo not drawn)
(21) Cc1ccccc1C(=O)N1CCN(Cc2ccc(-c3noc(C4CCCC4)n3)cc2)CC1
(22) CC(NC(=O)/C=C/c1cccc(F)c1)c1nnnn1-c1ccccc1 (stereo not drawn)
(23) CCCCOc1ccc(S(=O)(=O)NCCOc2ccc(-c3ccccc3)nn2)cc1
(24) O=C(c1ccn(-c2ccccc2)n1)N1CCOc2cccc(F)c21

Assay by compound	17	18	19	20	21	22	23	24
hcGAS inh	-11.6	-4.9	-11.9	-3.8	-11.3	-6.6	-7.1	-16.7
mcGAS inh	/	-5.0	/	-5.7	-7.0	-15.9	-8.3	-17.2
NPYLR7 agonist	4.8	-1.6	7.8	-6.8	/	12.6	2.9	3.1

(25) CCS(=O)(=O)c1oc(-c2ccc(F)cc2)nc1S(=O)(=O)c1ccc(Br)cc1
(26) O=C(c1cc(=O)n(-c2ccccc2)[nH]1)N1CCCC(CCc2ccc(F)cc2)C1 (stereo not drawn)
(27) Cc1nn(C)c(C)c1C(=O)NCCc1nc(C2CCCCC2)cs1
(28) Cc1ccc2c(c1)n([O-])c1c([n+]2=O)CCCC1
(29) C=Cc1ccc(Cn2c(C)c(C(=O)NCc3ccccc3C(F)(F)F)sc2=O)cc1
(30) CSc1ccc(NC(=O)C(c2cnn(C)c2)N2CCOCC2)cc1 (stereo not drawn)
(31) CC(C)NC(=O)[C@@]1(OCc2ccccc2F)CC(OCc2ccc(C(F)(F)F)cc2)[C@@H]2OC(C)(C)O[C@@H]2C1 (stereo partly drawn)
(32) FC(F)(F)c1cccc(-c2[nH]nc3nccc(-c4ccsc4)c23)c1

Assay by compound	25	26	27	28	29	30	31	32
hcGAS inh	-2.5	-2.6	5.3	-3.0	-5.2	-10.6	2.9	0.5
mcGAS inh	/	/	/	/	/	-15.4	1.4	1.8
NPYLR7 agonist	3.1	14.9	2.9	6.6	1.0	-3.3	-6.9	15.5

(33) Cc1ccccc1C(=O)NC(=S)N(c1ccccn1)C(C)C
(34) Cc1cc(C(=O)C(C#N)c2nc3ccccc3[nH]2)c2c(C)nn(C)c2n1 (stereo not drawn)
(35) O=C(CC1CC2CCC1C2)Nc1ccnn1C1CCCC1 (stereo not drawn)
(36) CC(C)CC(=O)NCCCn1nc(-c2ccc(F)cc2)ccc1=O
(37) CCOC(=O)C1(Cc2ccc(Cl)cc2)CCN(C(=O)Nc2cccc(C)c2C)CC1
(38) C=CCCC(=O)N1CCC(c2cn(CCOCC)c3ccccc23)CC1
(39) Cc1ccnc(S(=O)(=O)NC(=O)c2ccc(C)o2)c1
(40) C=CCn1nnc(NC(=O)c2ccc(OCC(C)C)cc2)n1

Assay by compound	33	34	35	36	37	38	39	40
hcGAS inh	-2.8	-10.2	-0.6	-1.0	-10.5	2.4	-1.5&-8.6	-8.9
mcGAS inh	/	/	/	/	-7.8	-0.6	-12.4	/
NPYLR7 agonist	0.7	1.8	5.1	-0.8	0.3	3.4	1.6&-7.2	0.2

(41) COc1cc(C(=O)Nc2oc3ccccc3c(=O)c2-c2ccccc2)cc(OC)c1OC
(42) COCCCN(CC(=O)N1CCc2sccc2C1COc1ccc(Cl)cc1)C(C)=O (stereo not drawn)
(43) CN(Cc1ccccc1)C1CCCN(C(=O)/C=C/c2ccco2)C1 (stereo not drawn)
(44) COCC(O)CN(Cc1ccc(F)cc1)CC1CC(c2ccccc2)=NO1 (stereo not drawn)
(45) CCC1C2=C(CC(C)(C)CC2=O)N=C(SC)C1C#N (stereo not drawn)
(46) O=C(NC1CC1)c1ccnc(/C=C/c2ccccc2)c1
(47) O=C(CSc1nc2ccccc2s1)NCc1cc(-c2ccc3c(c2)OCCO3)on1
(48) CCCc1nc(C)c(CNC(=O)c2c(Cl)c(C)nn2C)s1

Assay by compound	41	42	43	44	45	46	47	48
hcGAS inh	-4.5	-6.1	-6.6	-0.8	8.5	2.5	-9.0	-9.8
mcGAS inh	-7.1	-5.7	/	-3.5	1.7	-9.8	-6.4	-15.5
NPYLR7 agonist	11.8	13.2	1.1	-2.6	-2.4	-5.5	2.9	3.1

The last 2 records of the section above lead into the next:
(47) O=C(CSc1nc2ccccc2s1)NCc1cc(-c2ccc3c(c2)OCCO3)on1
(48) CCCc1nc(C)c(CNC(=O)c2c(Cl)c(C)nn2C)s1
(49) COc1cc(C(C)=O)ccc1OC(C)C(=O)Nc1ccc(F)cc1F (stereo not drawn)
(50) O=C(CCC1CCCCC1)Nc1ccc2c(c1)OCCO2
(51) CN1CCC(N(C)C(=O)Cc2cccc(F)c2)CC1
(52) O=C([C@H]1Cc2ccccc2CN1)N1C[C@@H]2[C@H](C1)[C@H]1CC[C@@H]2O1
(53) CC(C)=CCC/C(C)=C/CNC(=O)c1ccc(SC(F)(F)F)cc1
(54) Cc1c(NC(=O)N2CCCC(O)C2)cccc1OC(F)F (stereo not drawn)
(55) CN(CCC#N)c1ccc(CN2CCN(CC(=O)N3CCCC3)CC2)cc1
(56) CCc1nc(C)sc1CNc1nc(CCN)nc2ccccc12

Assay by compound	47	48	49	50	51	52	53	54	55	56
hcGAS inh	-9.0	-9.8	1.2	-5.0	-7.0	-5.1	2.0	-4.9	-7.1	-2.0
mcGAS inh	-6.4	-15.5	/	-7.2	/	-12.5	-4.2	/	/	-19.4
NPYLR7 agonist	2.9	3.1	10.8	-0.9	7.0	10.5	0.4	-2.5	3.4	27.2

(57) O=S(=O)(NCc1ccccc1)N1CCCC(OCc2ccccn2)C1 (stereo not drawn)
(58) Cc1ccc(NS(=O)(=O)c2ccc(F)cc2[N+](=O)[O-])c(F)c1
(59) Cc1cccnc1CN1CCN(CC2(c3ccc(F)cc3)CCOC2)CC1 (stereo not drawn)
(60) CN(C)C(=O)c1ccc2c(c1)N(C)C(CC(=O)N(C)CCc1cn[nH]c1)CO2 (stereo not drawn)
(61) CCOC(=O)c1c(N)sc(C(=O)Nc2ccc(Cl)cc2)c1C
(62) O=C(c1ccccn1)C1CCCN(Cc2nc(Cc3cccc(C(F)(F)F)c3)no2)C1 (stereo not drawn)
(63) CC(C)c1noc(-c2ccc(NCCN3CCCCC3=O)nc2)n1
(64) CCN(CC)C(=O)CN(C)S(=O)(=O)c1cc([N+](=O)[O-])cc(C)c1C

Assay by compound	57	58	59	60	61	62	63	64
hcGAS inh	0.1	-2.6	-2.6	-1.3	-3.8	-5.5	-10.0	-9.7
mcGAS inh	/	/	-7.2	/	/	/	/	-7.3
NPYLR7 agonist	-2.1	-5.0	23.9	7.5	-2.9	5.6	9.7	4.8

(65) CC(C)Cc1c(-c2ccccc2)ncn1CCN
(66) Cc1ccccc1CN1C(=O)C(C)Sc2ccccc21 (stereo not drawn)
(67) O=C(NC12CC3CC(CC(C3)C1)C2)N(Cc1ccccc1)Cc1cccn1Cc1ccc(F)cc1
(68) CCCCN(CC(=O)N(CCc1ccc(OC)c(OC)c1)Cc1cccs1)C(=O)c1ccc([N+](=O)[O-])cc1Cl
(69) O=c1c(-c2ccc(Cl)cc2)coc2cc(O)ccc12
(70) CN(CC(=O)NC1CC1c1cccc(F)c1)c1ccc(Cl)cn1 (stereo not drawn)
(71) c1ccc(-c2c[n+]3c(n2-c2ccccc2)CCCCC3)cc1
(72) CCN(CC(=O)N(Cc1cccn1Cc1ccccc1Cl)CC(C)C)C(=O)c1ccc([N+](=O)[O-])cc1Cl

Assay by compound	65	66	67	68	69	70	71	72
hcGAS inh	-5.3	2.9	-5.2	-6.2	-2.9	-5.8	-6.2	-5.5
mcGAS inh	-15.1	/	-5.7	-5.7	-4.7	/	-7.6	-5.3
NPYLR7 agonist	22.6	8.0	/	-1.5	5.0	1.9	19.4	25.6

(73) Cc1nnc2c(C(=O)NCCOc3ccccc3)cccn12
(74) COc1ccc(-c2noc(CN3CCN(Cc4csc(C)n4)CC3)n2)c(OC)c1OC
(75) Cc1ccc(-n2c3c(c(=S)[nH]c2=O)CCC3)cc1
(76) CCN(CCc1nc2ccc(F)cc2[nH]1)C(=O)CC1C(=O)NCCN1C(C)C (stereo not drawn)
(77) OC(c1cc(C(F)(F)F)nc2c(C(F)(F)F)cccc12)C1CCCCN1 (stereo not drawn)
(78) COc1cc(O)ccc1CN1CCN(Cc2cc(C)cc(C)c2)C(=O)C1
(79) N#CC1C(=N)C(C#N)(C#N)C(c2ccccc2Cl)C2CSCC=C12 (stereo not drawn)
(80) CCC(C(=O)NC(C)C)n1nc(C)n2c(cc3occc32)c1=O (stereo not drawn)

Assay by compound	73	74	75	76	77	78	79	80
hcGAS inh	1.3	-2.7	-7.2	-0.6	5.3&-2.8&-3.2	-6.3	5.3	1.4
mcGAS inh	1.6	/	-5.9	/	-3.9	/	13.7	-1.3
NPYLR7 agonist	-1.1	14.5	0.6	17.0	-16.4&-0.9	-4.1	5.0	-12.8

Record cards, from the list above.
Record of COc1ccccc1-c1cc(C(=O)NC(C)C)n2nc(-c3ccccc3)cc2n1 → hcGAS inh = -2.5; mcGAS inh = -8.0; NPYLR7 agonist = 6.7
Record of FC(F)(F)c1cccc(-c2[nH]nc3nccc(-c4ccsc4)c23)c1 → hcGAS inh = 0.5; mcGAS inh = 1.8; NPYLR7 agonist = 15.5

More records follow:
(81) Cc1cc(C)cc(Oc2nc(C)nc(Cl)c2N)c1
(82) Cc1cccc(OCC(=O)Nc2c(C(=O)Nc3ccc([N+](=O)[O-])cc3)oc3ccccc23)c1
(83) CCCCc1ccc(NC(=O)CSc2n[nH]c(=O)c3cc(-c4ccco4)nn23)cc1
(84) Cc1ccc(NC(=O)OCC(F)(F)F)s1
(85) CCN(Cc1ncc[nH]1)Cc1ccccc1F
(86) CSc1ccc(C(NC(=O)C(C)Oc2ccccc2)c2cccc(Cl)c2Cl)cc1 (stereo not drawn)
(87) CN(CCO)Cc1cccc(C(=O)Nc2cccc3c2CCC3)c1
(88) N#CC1(C(=O)Nc2cccc(C(=O)Nc3ccccn3)c2)CCCC1

Assay by compound	81	82	83	84	85	86	87	88
hcGAS inh	2.4	-2.9	-3.7	-8.0	-4.2	-4.8	-5.1	-3.8
mcGAS inh	/	-4.0	-3.6	-11.2	/	-3.1	/	/
NPYLR7 agonist	-0.4	-5.8	0.9	-5.0	-1.4	24.9	-1.5	2.8
